Source: PubChem BioAssay
SUMO1 PPI mod = SUMO1-SIM interaction modulation; SUMO1 binding to a labelled peptide, TR-FRET, 1 h; inhibition, % at 20 µM; 0.33% of 360,000 active; AID 602429; in the data active means inhibition above about 37%
Target sequence (P63165 whole entry, looked up): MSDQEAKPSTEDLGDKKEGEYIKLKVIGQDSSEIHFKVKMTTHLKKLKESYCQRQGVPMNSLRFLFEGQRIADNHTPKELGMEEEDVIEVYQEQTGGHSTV
MLLE-PAM2 inh = blocks PAM2 peptide binding to the PABP1 MLLE domain; 0.36% of 360,000 active; inhibition, % at 20 µM; GST-MLLE / FITC-PAM2 fluorescence polarization; AID 588489; P11940; in the data active means inhibition above about 35%, passing the limit was not always enough;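 further: plate controls were DMSO wells with GST-MLLE for no effect and wells lacking GST-MLLE protein for full effect; some results filed as inactive read as strong as hits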
Target sequence (P11940 whole entry, looked up, the tested form may be a part): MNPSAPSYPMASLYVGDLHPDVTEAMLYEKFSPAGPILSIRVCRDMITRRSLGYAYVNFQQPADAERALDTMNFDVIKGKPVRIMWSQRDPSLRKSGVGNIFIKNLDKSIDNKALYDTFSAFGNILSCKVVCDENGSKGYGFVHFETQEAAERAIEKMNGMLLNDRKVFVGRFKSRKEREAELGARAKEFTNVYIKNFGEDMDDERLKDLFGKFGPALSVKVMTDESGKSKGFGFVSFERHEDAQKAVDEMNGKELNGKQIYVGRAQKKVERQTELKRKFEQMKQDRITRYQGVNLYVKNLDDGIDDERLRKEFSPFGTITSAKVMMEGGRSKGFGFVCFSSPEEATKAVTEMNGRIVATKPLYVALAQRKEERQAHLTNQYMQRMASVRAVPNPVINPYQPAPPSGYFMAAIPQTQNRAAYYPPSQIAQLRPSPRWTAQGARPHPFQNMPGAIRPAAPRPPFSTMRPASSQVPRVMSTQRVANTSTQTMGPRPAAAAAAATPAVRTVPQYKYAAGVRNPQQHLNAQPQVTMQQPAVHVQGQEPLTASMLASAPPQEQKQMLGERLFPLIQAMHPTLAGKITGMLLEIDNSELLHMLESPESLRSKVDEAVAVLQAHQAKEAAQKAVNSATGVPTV
LMPTP block = LMPTP (human) inhibition. P24666. recombinant LMPTP-A, OMFP fluorogenic substrate, fluorescence intensity. inhibition, % at 20 µM. 0.22% of 360,000 active;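 active means compounds that cut the enzyme signal by at least half of the control window in the single-dose screen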;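 further: plate controls were DMSO wells with enzyme plus substrate for no effect and substrate without enzyme for full effect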
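Test system: LMPTP-A phosphatase enzyme. Amount: LMPTP-A at 0.625 nM final in the reaction. Reagent: OMFP substrate, 400 µM final. Times: 50 min at room temperature. Signal: endpoint fluorescence intensity from OMFP dephosphorylation. Read-out basis: % inhibition. Benchmarks: no-enzyme and uninhibited controls.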
STEP inh = STEP (human) phosphatase inhibition; P54829; recombinant STEP, OMFP fluorogenic substrate, fluorescence; inhibition, % at 20 µM; 0.25% of 360,000 active; AID 588621;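 active means inhibition at 20 µM, scaled per plate between control wells, above about 37%, limit read from the data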;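 further: 0% = DMSO with enzyme and substrate and 100% = substrate only without enzyme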
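Test system: STEP tyrosine phosphatase / Reagent: OMFP at 25 µM / Doses: 20 µM, 1% DMSO / Read-out: percent inhibition scaled to no-enzyme and uninhibited-enzyme controls, plate-pattern corrected / Detection: FITC-channel fluorescence of OMFP product / Medium: Bis-Tris buffer pH 6.0, 2.5 mM DTT, 0.005% Tween 20 / Schedule: 20 min at room temperature, dark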
Rpn11 block = blocks the human proteasome subunit Rpn11; O00487; human 26S proteasome, Ub4-pepOG fluorescence polarization; 20S core pre-blocked with epoxomicin; calls only at 20 µM; 0.59% of 360,000 active;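 active means inhibition at 20 µM, scaled to each plate's controls, above about 33%, limit read from the data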
Target sequence (O00487 whole entry, looked up): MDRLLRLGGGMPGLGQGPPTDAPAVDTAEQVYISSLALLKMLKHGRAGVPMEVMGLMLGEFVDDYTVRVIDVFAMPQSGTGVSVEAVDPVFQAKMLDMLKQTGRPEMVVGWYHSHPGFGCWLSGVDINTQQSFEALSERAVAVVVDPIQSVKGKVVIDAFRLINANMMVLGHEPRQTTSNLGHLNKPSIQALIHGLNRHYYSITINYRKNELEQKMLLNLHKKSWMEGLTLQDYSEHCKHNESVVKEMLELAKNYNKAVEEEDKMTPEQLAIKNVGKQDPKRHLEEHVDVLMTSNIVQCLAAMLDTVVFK
Tb MetRS inh = Trypanosoma brucei MetRS inhibition; purified T. brucei MetRS, ATP depletion, Kinase-Glo luminescence; inhibition, % at 11.9 µM; 0.4% of 360,000 active; AID 624268;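 active means inhibition above a per-plate cutoff of the control wells' mean inhibition plus 3 SD, cut at about 5.5% in these data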;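 further: 0% = DMSO wells median and 100% = median of wells with control inhibitor compound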
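System: purified T. brucei MetRS enzyme / Detection: Kinase-Glo luciferase luminescence reporting remaining unconsumed ATP / Medium: HEPES buffer with MgCl2, KCl, DTT, spermine, BSA, pyrophosphatase / Replication: singlicate, one well per compound / Evaluation: percent inhibition relative to median high and low control wells / Schedule: 2 h aminoacylation at 25 °C after 15 min preincubation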
DNMT1 block = blocks human DNA methyltransferase DNMT1. DNMT1 molecular beacon, Hinp1I cleavage, fluorescence. inhibition (reported as % activation of signal), % at 10 µM. 0.83% of 360,000 active. AID 588458; in the data active means inhibition above about 50%
NadD inh = blocks S. aureus nicotinate mononucleotide adenylyltransferase. purified NadD enzyme, colorimetric absorbance read-out. inhibition, % at 20 µM. 0.78% of 360,000 active. AID 602399; in the data active means inhibition above about 26%; further: some compounds past the cut are filed as inactive
Scp1 inh = inhibitors of human Scp-1 phosphatase. AID 493091. 0.88% of 340,000 active. inhibition, % at 20 µM. Recombinant Scp1, phosphopeptide, malachite green phosphate absorbance. Q9GZU7;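 active means inhibition above about 50% at 20 µM, limit read from the data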;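 further: plate controls were DMSO wells with enzyme for no effect and wells lacking enzyme for full effect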
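Test system: SCP-1 catalytic domain; Buffer or medium: Acidic Tris acetate buffer with magnesium and detergent; Also added: Phosphorylated 17-residue peptide substrate; Compound: single 20 µM dose, 1% DMSO; Schedule: enzyme reaction 45 min at room temperature, colour 5 min, stabilisation 30 min; Signal: Phosphate-binding colour reagent, absorbance read at 630 nm.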
CSN deneddyl inh = CSN deneddylation inhibition; Q92905; Purified CSN, SCF-Nedd8-OG deneddylation, fluorescence polarization; inhibition, % at 12.5 µM; 0.38% of 360,000 active; AID 651999;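 active means pattern-corrected inhibition above about 35%, with an unprinted fluorescence ratio check between 0.5 and 1.5, limit read from the data, passing the limit was not always enough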;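 further: 0% = enzyme with substrate and 100% = substrate without enzyme; some results filed as inactive read as strong as hits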
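Assay system: purified human Csn5 enzyme expressed in HEK293T cells; Input: 0.24 nM Csn5 enzyme, final concentration; Reagent: 10 nM SCFSkp2-Nedd8OG; Compound dosing: 12.5 µM single point; Times: reaction 90 min, room temperature; Technique: fluorescence polarization readout.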
Numbers without * were called inactive; i = inactive; · = no result given.

SMILES	SUMO1 PPI mod	MLLE-PAM2 inh	LMPTP block	STEP inh	Rpn11 block	Tb MetRS inh	DNMT1 block	NadD inh	Scp1 inh	CSN deneddyl inh
O=C(CN1C(=O)NC2(CCCCC2)C1=O)Nc1ccccc1N1CCCC1	0	-3	0.7	-1	i	-0.6	0	-1	-4	6
CC(=O)COc1ccc2oc(=O)cc(-c3cc4ccccc4o3)c2c1	-39	-13	3.6	3	i	-0.4	-4	10	-8	1
Cc1ccc(N2CC(C(=O)OCC(=O)Nc3ccc(Cl)cc3)CC2=O)cc1 (stereo not drawn)	20	-15	-0.2	-1	i	0.2	3	-14	-1	2
COc1cccc(C2C(C#N)=C(N)N(N(C)C)C3=C2C(=O)CC(C)(C)C3)c1OC (stereo not drawn)	-1	-1	0.0	-2	i	-0.3	2	-2	-4	-1
CCOC(=O)Cc1csc(NC(=O)/C=C/c2ccc(Cl)cc2)n1	-7	8	0.4	2	i	0.9	-1	-1	-2	10
COc1cc(C(C#N)N2CCOCC2)ccc1O (stereo not drawn)	-2	7	1.8	-1	i	-0.2	-6	0	-8	-3
Cc1cc(NC(=O)CN2CCCCC2)no1	1	-9	-1.3	2	i	-0.3	2	-1	-3	-6
CC1CCN(C(=O)CN(c2ccc(Oc3ccccc3)cc2)S(C)(=O)=O)CC1	-3	4	-0.9	2	i	0.1	-2	-5	-6	-3
CCOC(=O)c1cc(NC(=O)NCc2ccco2)c(C)nc1C	2	-5	0.7	4	i	-0.2	3	-3	-7	2
Cc1[nH]c2ccccc2c1C(=O)COc1ccccc1F	-1	-3	0.1	-2	i	-0.2	-4	-5	-2	2

Overlap with the part before: 2 entries; new compounds follow.
SMILES	SUMO1 PPI mod	MLLE-PAM2 inh	LMPTP block	STEP inh	Rpn11 block	Tb MetRS inh	DNMT1 block	NadD inh	Scp1 inh	CSN deneddyl inh
CCOC(=O)c1cc(NC(=O)NCc2ccco2)c(C)nc1C	2	-5	0.7	4	i	-0.2	3	-3	-7	2
Cc1[nH]c2ccccc2c1C(=O)COc1ccccc1F	-1	-3	0.1	-2	i	-0.2	-4	-5	-2	2
Cc1ccc(S(=O)(=O)N2CC3C(=O)C[C@@H](c4ccccc4Cl)N(S(=O)(=O)c4ccc(C)cc4)C3CC2c2ccccc2)cc1 (stereo partly drawn)	4	·	1.5	·	·	-0.3	·	·	·	-3
CCN1CCCC1CNCc1ccc(OCc2ccc(Cl)nc2)c(OC)c1 (stereo not drawn)	7	-12	-1.7	-1	i	0.2	-1	0	4	4
Cn1c(N)c(C(=O)CN2CCc3ccccc3C2)c(=O)n(C)c1=O	-1	3	1.1	1	i	0.1	-8	-2	-1	0
O=C(CSCc1c(Cl)cccc1Cl)NCc1ccccn1	2	18	0.1	-2	i	-0.9	-1	4	-1	-1
Cc1ccc(-c2nnc(N3CCN(C(=O)CSc4ncn[nH]4)CC3)c3ccccc23)cc1	5	-6	1.4	0	i	-1.3	3	7	0	7
CSC1=C(C#N)C(c2ccccc2)C(C(C)=O)=C(C)N1 (stereo not drawn)	1	-28	0.9	0	i	-0.3	-1	6	-6	1
O=C(CSc1ccc2ccccc2n1)c1ccccc1	1	11	-0.2	-4	i	-0.3	-1	-3	4	5
Nc1c(S(=O)(=O)c2ccccc2)c2nc3ccccc3nc2n1/N=C/c1cccc(O)c1	20	7	5.1	-1	i	-0.9	-21	47*	2	4
COc1ccccc1C(=O)Nn1cnnc1	3	3	-3.3	-2	i	-0.9	-1	4	-8	2
COc1ccccc1-c1cccc([C@@H]2C[C@H]3[C@H](CON3C)CN2C(C)=O)c1	3	-2	0.6	2	i	-1.1	5	-1	8	3
Cc1ccc(NC(=O)CNNC(=O)c2cccc([N+](=O)[O-])c2)cc1[N+](=O)[O-]	-30	-4	-0.2	1	i	-0.2	3	1	-10	1
Nc1nc(CN2CCN(c3ccccn3)CC2)nc(Nc2ccc(Cl)cc2)n1	2	0	0.7	0	i	1.7	-7	-1	3	0
Cc1c(NC(=O)CSc2nc(N)cc(N)n2)c(=O)n(-c2ccccc2)n1C	3	9	0.0	-1	i	-0.3	3	6	-4	3
O=C(NC1CCCN(Cc2ccc(Cl)cc2)C1)c1ccccc1-c1ncc[nH]1 (stereo not drawn)	1	-5	-0.4	-1	i	-0.5	0	-1	-7	-2
CCn1c(NC(C)=O)nc2ccccc21	-5	-5	-0.3	4	i	-0.4	1	-1	-3	3
CCCN(C(=O)CSc1ncnc2sccc12)c1c(N)n(Cc2ccccc2)c(=O)[nH]c1=O	3	-14	0.2	3	i	-0.5	-5	7	-7	-2
COc1ccc(-c2ccc(/C=C(\NC(=O)c3ccccc3)C(=O)N3CCOCC3)o2)cc1	-5	-13	0.2	2	i	-0.3	-6	-4	8	8
COCCN1C(=O)c2cc(C(=O)Nc3ccc(OC)c(OC)c3)ccc2C1Nc1ccc(OC)c(OC)c1 (stereo not drawn)	7	14	-1.1	3	i	-0.5	-2	6	-7	-2
COc1ccc(-c2cc(C(=O)OCC(=O)NC3CC3)c3ccccc3n2)cc1OC	-27	3	2.0	-2	i	-0.3	0	-2	-12	0
CC(NC(=O)c1ccccc1)C(=O)OCC(=O)Nc1cccc(S(=O)(=O)N2CCCC2)c1 (stereo not drawn)	2	-4	-0.9	-3	i	0.1	-5	-9	-6	-1
Clc1ccc(Oc2nc3ccccc3n3cccc23)cc1	6	0	1.5	-2	i	0.9	4	5	-2	-1
CCN(CC)CCCC(C)NC(=O)c1ccc(C(F)(F)F)cc1 (stereo not drawn)	-3	-4	-0.4	-2	i	-0.2	2	-1	4	-5
CCc1nnc(NC(=O)CCn2cnc3ccccc3c2=O)s1	4	2	0.4	2	i	-0.6	1	-2	-2	-5
CC(C)N1CCN(Cc2cc3ccccc3[nH]2)CC1CCO (stereo not drawn)	4	0	7.7	6	i	2.6	-7	3	-8	0
Cc1ccc(S(=O)(=O)CNC(=S)c2cccc(C)c2)cc1	6	23	-0.8	4	i	-0.6	4	1	-3	6
CC(=O)Nc1ccc(C=NNc2nnc(NN=Cc3ccc(NC(C)=O)cc3)c3ccccc23)cc1	40*	-43	3.0	19	i	-0.4	-31	11	1	5
CC(NC(=O)c1ccccc1)c1nnc(SCc2nc3ccccc3c(=O)[nH]2)n1C (stereo not drawn)	0	12	-2.3	2	i	-0.1	-1	-3	-9	5
Cc1cc(/C=N\NC(=O)COc2cccc3cccnc23)c(C)n1-c1ccccc1	1	-7	2.3	2	i	-0.7	-9	17	-2	4
O=C(CCC(=O)OCCOc1ccccc1)OCCOc1ccccc1	-2	1	0.4	-2	i	-0.1	5	-6	·	-1
Cc1ccc(/C=C/c2nc3ccccc3c(=O)[nH]2)cc1	-6	-6	-1.6	0	i	-0.1	2	-6	-16	1

In another format: two of the compounds above.
> CCc1nnc(NC(=O)CCn2cnc3ccccc3c2=O)s1
  SUMO1 PPI mod = 4
  MLLE-PAM2 inh = 2
  LMPTP block = 0.4
  STEP inh = 2
  Rpn11 block = i
  Tb MetRS inh = -0.6
  DNMT1 block = 1
  NadD inh = -2
  Scp1 inh = -2
  CSN deneddyl inh = -5
> CC(C)N1CCN(Cc2cc3ccccc3[nH]2)CC1CCO (stereo not drawn)
  SUMO1 PPI mod = 4
  MLLE-PAM2 inh = 0
  LMPTP block = 7.7
  STEP inh = 6
  Rpn11 block = i
  Tb MetRS inh = 2.6
  DNMT1 block = -7
  NadD inh = 3
  Scp1 inh = -8
  CSN deneddyl inh = 0

(next part)
SMILES	SUMO1 PPI mod	MLLE-PAM2 inh	LMPTP block	STEP inh	Rpn11 block	Tb MetRS inh	DNMT1 block	NadD inh	Scp1 inh	CSN deneddyl inh
Cc1cc(C)n2nc(C(=O)NCc3cccc(C(F)(F)F)c3)nc2n1	1	12	0.2	0	i	-0.2	2	2	-2	-3
Cc1noc(COc2ccccc2OCC(N)=O)n1	6	-3	-1.0	0	i	-0.3	-1	-3	-4	4
O=C(/C=C/c1ccc(Cl)cc1)Nc1ccccc1N1CCOCC1	0	11	0.0	1	i	-0.3	-2	-5	-3	-13
COC(=O)c1sccc1NC(=O)CNC(=O)c1ccccc1	2	0	-0.2	0	i	0.4	-2	-6	-3	-4
COc1ccccc1NC(=O)CS(=O)(=O)c1cccc2nsnc12	-25	-9	-0.3	2	i	-0.1	-2	0	-6	-4
Cn1c(C(=O)NCc2ccccn2)cc2c(=O)n3ccccc3nc21	-18	3	0.4	-2	i	-0.3	12	1	-10	3
Cc1cccc(C)c1OCc1cc(C(=O)N(C)Cc2nc3ccccc3[nH]2)no1	4	-10	0.1	-2	i	-0.2	2	-1	-3	0
C=CCn1c(-c2csc(-c3ccccc3)n2)n[nH]c1=S	-1	-33	-1.1	0	i	-0.5	0	13	7	-2
CCN(C(=O)/C=C/c1cc(OC)c(OC)c(OC)c1)C1CCCCC1	-2	7	0.1	1	i	-0.5	-1	-1	-1	1
N#C/C(=C(/O)c1ccco1)c1nc2ccccc2[nH]1	2	-5	1.6	-3	i	-0.8	-2	-1	-1	-12
COc1ccc2c(c1)[nH]c1c(=O)n(CCN3CCOCC3)cnc12	-3	9	-0.9	0	i	-0.2	0	-4	-6	1
Cc1cc(NC(=O)Cn2nnc(-c3ccccc3N)n2)no1	0	-2	-0.4	-1	i	-0.5	3	-5	-5	-16
COc1ccc(/C=C(\C#N)C(=O)OCC(=O)NC(C)c2ccccc2)cc1 (stereo not drawn)	-8	-9	1.8	-3	i	-0.3	10	-2	-3	-2
Cc1ccc(C=Nc2ccccc2C(=O)Nc2ccccc2)cc1	3	-2	-0.3	0	i	-0.3	2	-1	6	0
COc1ccccc1NC(=S)NNC(=O)c1ccc(O)cc1	3	22	-1.1	1	i	-0.7	3	1	-3	-5
O=C(NCc1ccccc1Cl)c1ccc2sc([C@@H]3O[C@H](CO)[C@H](O)[C@H](O)[C@H]3O)nc2c1	-6	24	-0.9	-2	i	0.2	0	0	·	-4
CCN=C1SC(CC(=O)Nc2ccc(C(F)(F)F)cc2)C(=O)N1CC (stereo not drawn)	-6	5	1.2	-2	i	0.1	4	0	-3	-2
Cc1ccc(C)c(N(CC(=O)NN=C2CCCCCCC2)S(C)(=O)=O)c1	2	3	-0.7	-2	i	-1.4	1	6	-9	0
COc1ccc(Cl)cc1NC(=O)CN(C)C(=O)c1ccc(-n2cncn2)cc1	4	13	-0.8	-1	i	-0.2	-2	0	-4	-3
CC(CC(=O)NCCc1ccc(F)cc1)c1ccccc1 (stereo not drawn)	1	5	-0.5	-1	i	-0.3	2	-2	-8	2
